N-glyco inh = N-linked glycosylation inhibition; D54 ERlucT glycosylation luciferase reporter, 24 h; percent of 100 nM tunicamycin response; reporter increase, % at 12.5 µM; 360,000 tested, 0.23% active; AID 588692;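 active = mean luciferase reporter signal, scaled so untreated is 0 and the glycosylation-blocking control 100, at or above a set limit in every replicate; inconclusive = mean reaches the limit but not every replicate does; inactive = mean below the limit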;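 note: luciferase carries N-glycosylation sites so blocking glycosylation raises the light; 0% = median of neutral control wells and 100% = median of 100 nM tunicamycin wells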
aDG glyco up = increases alpha dystroglycan glycosylation | activation, % at 10 µM | 360,000 tested, 0.22% active | AID 624168 | Pro5-aDG cells, alpha-DG glycosylation AlphaScreen (IIH6); 0% Pro5, 100% B10-LARGE cell signal;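 active = activation of at least 8% versus controls, or a plate z-score of at least 8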;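 note: Pro5 are CHO cells carrying HIG-tagged alpha-DG that lacks glycosylation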
MC4R ag barr = agonists of human melanocortin 4 receptor (MC4R) beta-arrestin. P32245. U2OS MC4R beta-arrestin complementation, luminescence; percent of melanotan II response, DMSO zero. activation, % at 8.9 µM. 360,000 tested, 0.98% active;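 active = activation above a per-plate cutoff, the mean activation of sample wells on that plate plus 3 SD, cut at about 8% in these data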
MC4R antagonist = human MC4R antagonism in cAMP assay; MC4R-expressing cells, MTII-stimulated cAMP, LANCE TR-FRET; 360,000 tested, 0.48% active; inhibition, % at 6.5 µM;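 active = inhibition above its plate's cutoff, the mean of tested wells on that plate plus 3 SD, cut at about 29% in these data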;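 note: 0% = Melanotan II alone and 100% = Melanotan II plus saturating MCL0020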
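Material: U2OS-MC4R stable cell line | Reagent: Melanotan II challenge after compound preincubation | Doses: One concentration, 6.5 µM nominal | Incubation: 30-min compound preincubation, 1-h Melanotan II challenge, 1-h detection, room temperature | Signal: TR-FRET cAMP assay | Replicates: One well per compound, no replicates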
ABCB6 inh MLPCN = blocks the human ABCB6 transporter | K562-ABCB6 porphyrin accumulation, flow cytometry, 1 h; active compounds read low | fluorescence ratio to DMSO, % at 10 µM | 360,000 tested, 0.19% active | AID 602162;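 active = fluorescence ratio to DMSO below 75%, the collection mean minus 3 SD; inconclusive = too few cells collected in the well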;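 note: signal is porphyrin accumulated inside mitochondria; 100% equals median channel fluorescence of DMSO control wells; lower ratio means ABCB6 inhibition with less porphyrin fluorescence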
CaV13 FRET inh = Primary screen for inhibitors of IQ motif and Ca2+-dependent inactivation inhibitor domain binding in CACNA1D, Förster resonance energy transfer in living cells, … | HEK cells, CFP/YFP FRET ICDI-IQ, plate reader, 10 min; percent FRET-ratio fall versus neutral wells | inhibition, % at 12.3 µM | 340,000 tested, 0.098% active | AID 743397;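 active = mean replicate inhibition of at least 30% and at least 1% of replicates passing that level; inconclusive = only one of the two criteria is met; inactive = neither criterion is met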;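 note: 0% = median of the neutral control wells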
PDI turbidity = PDI (human) enzyme inhibition; PDI insulin aggregation turbidity, A650, 90 min; AID 588391; P07237; inhibition, % at 10 µM; 350,000 tested, 0.052% active;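 active = mean inhibition across replicates of 30% or more, whatever share of single replicates reach that level; inconclusive = mean inhibition below 30% while every single replicate reaches 30%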;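 note: absorbance from insulin aggregation driven by PDI reduction with DTT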
Target sequence (P07237 whole entry, looked up): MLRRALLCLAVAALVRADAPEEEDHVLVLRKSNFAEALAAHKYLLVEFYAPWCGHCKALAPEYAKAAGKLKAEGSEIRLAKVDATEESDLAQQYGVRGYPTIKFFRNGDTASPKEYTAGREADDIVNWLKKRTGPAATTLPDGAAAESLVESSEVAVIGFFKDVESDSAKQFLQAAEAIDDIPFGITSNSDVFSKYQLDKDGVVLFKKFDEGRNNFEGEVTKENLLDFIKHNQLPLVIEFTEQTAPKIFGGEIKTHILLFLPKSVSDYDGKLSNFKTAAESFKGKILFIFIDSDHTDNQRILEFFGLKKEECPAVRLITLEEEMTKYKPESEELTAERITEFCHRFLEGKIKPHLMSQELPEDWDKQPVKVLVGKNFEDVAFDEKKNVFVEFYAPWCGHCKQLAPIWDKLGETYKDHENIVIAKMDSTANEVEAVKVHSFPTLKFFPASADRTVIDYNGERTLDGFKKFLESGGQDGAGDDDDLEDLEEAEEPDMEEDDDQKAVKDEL
Vif imaging = blocks HIV Vif function. inhibition, % at 7.49 µM. HEK293T cells, Vif self-association by quenched fluorescence, imaging, 24 h. 340,000 tested, 0.35% active. AID 602346; in the data active = inhibition above about 50%, passing the limit was not always enough; inconclusive = no clear call, values can overlap the other calls; inactive = below about 31%; note: some results filed as inactive read as strong as hits
m5-HT2A agonist = mouse HTR2A agonism via beta-arrestin recruitment. CHO-K1 mHTR2A beta-arrestin complementation, luminescence; percent of 30 µM serotonin response. activation, % at 7.6 µM. 360,000 tested, 0.66% active;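 active = activation above a run cutoff, the mean activation of all tested compounds plus 3 SD, cut at about 14% in these data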;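 note: 0% = plate median of compound wells and 100% = 30 µM serotonin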
Target sequence (P35363 whole entry, looked up): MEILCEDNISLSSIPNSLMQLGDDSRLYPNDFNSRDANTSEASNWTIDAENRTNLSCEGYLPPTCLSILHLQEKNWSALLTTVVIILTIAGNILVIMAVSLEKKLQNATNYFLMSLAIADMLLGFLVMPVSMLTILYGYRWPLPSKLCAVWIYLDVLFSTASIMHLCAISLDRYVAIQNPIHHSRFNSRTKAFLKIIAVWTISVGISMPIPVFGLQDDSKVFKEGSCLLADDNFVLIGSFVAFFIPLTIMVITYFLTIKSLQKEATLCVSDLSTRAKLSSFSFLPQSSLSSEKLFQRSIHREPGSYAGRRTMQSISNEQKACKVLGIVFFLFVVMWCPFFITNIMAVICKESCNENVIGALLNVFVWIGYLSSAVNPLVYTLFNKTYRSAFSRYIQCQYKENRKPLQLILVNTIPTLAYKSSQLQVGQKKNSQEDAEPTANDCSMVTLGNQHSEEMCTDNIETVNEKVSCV
H9c2 protect = myocardial damage modulation in H9c2 cells; H9c2 cardiomyocytes, H2O2 injury protection, ATPLite, 2 h; protection from H2O2 cell death, % at 20 µM; 360,000 tested, 0.63% active;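 active = compounds giving at least 50% protection of heart cells from peroxide-induced death in the single-dose screen, raw or plate-pattern-corrected value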;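 note: 0% = DMSO wells with peroxide and 100% = DMSO wells without peroxide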
An asterisk follows results filed as active; u = inconclusive; x = not tested or not shown.

SMILES | N-glyco inh | aDG glyco up | MC4R ag barr | MC4R antagonist | ABCB6 inh MLPCN | CaV13 FRET inh | PDI turbidity | Vif imaging | m5-HT2A agonist | H9c2 protect
O=C(O)CC1SC(=Nc2ccccc2)N(c2ccccc2)C1=O (stereo unspecified) | 0.1 | -0.2 | -0.7 | 7.7 | 101.0 | x | -12.1 | 0.0 | 0.3 | -0.9
COc1cc(NC(=O)COC(=O)/C=C/c2ccc(OC)c(OC)c2)cc(OC)c1 | -0.2 | 0.0 | 0.7 | 4.9 | 98.0 | -8.6 | -0.1 | 0.0 | 0.1 | 8.6
CCOCCCNc1ccc(N2C(=O)CCCC2=O)cc1[N+](=O)[O-] | 0.8 | 0.2 | 0.1 | 5.7 | 95.0 | -20.4 | 9.4 | -5.1 | -2.5 | 0.0
COc1ccccc1CN(C)C(=O)CN1CCN(S(=O)(=O)c2ccc3c(c2)OCCCO3)CC1 | 1.0 | 0.2 | 0.4 | 5.5 | 97.0 | -5.0 | 0.2 | x | 9.0 | -6.5
Cc1ccc(-n2nnc(-c3cc4ccccc4n3C)n2)cc1 | -5.9 | 0.0 | -0.8 | 1.1 | 95.0 | -10.3 | 3.1 | 1.9 | 1.5 | -10.1
O=C(Cc1ccccc1)NNC(=S)NC(=O)c1cccnc1 | -0.3 | -0.2 | -0.1 | -5.6 | 99.0 | -4.5 | 16.0 | 0.6 | 3.3 | 4.7
C[C@]12CC[C@@H]3c4ccc(O[C@@H]5O[C@H](C(=O)O)[C@@H](O)[C@H](O)[C@H]5O)cc4CC[C@H]3[C@@H]1C[C@@H](O)[C@@H]2O | 1.9 | 0.0 | -0.2 | -5.4 | 102.0 | -4.8 | u | -1.8 | 9.2 | -0.7
O=[N+]([O-])c1cccc(N/N=C/c2cccc(O)c2O)c1 | -5.9 | 0.1 | -2.4 | 4.2 | 95.0 | 6.4 | 4.3 | 63.8* | 5.1 | 36.9
COCCn1c(SC2CCOC2=O)nc2ccccc2c1=O (stereo unspecified) | 2.4 | 0.0 | -1.1 | 19.8 | 100.0 | -7.0 | 1.3 | 2.4 | 2.5 | 17.7
C[C@@H]1Cc2[nH][nH]c(=O)c2[C@H](C)O1 | x | -0.2 | x | x | 97.0 | -4.9 | x | x | 7.5 | x
CCCc1nc2ccc(C)cn2c1Cc1ccccc1 | -1.9 | -0.3 | x | x | 105.0 | -5.1 | x | x | 0.0 | 0.3
CCN(CC(=O)Nc1ccccc1C(F)(F)F)C(=O)Cc1cccs1 | 1.1 | 0.1 | -2.8 | 12.4 | 99.0 | -2.9 | 8.1 | 7.9 | 0.1 | -5.0
CCOC(=O)c1c(CN(C)C)n(-c2ccccc2)c2cc(Br)c(OC)cc12 | 4.5 | -0.1 | 2.8 | 12.6 | 102.0 | -14.8 | 7.4 | -7.3 | 0.9 | -0.9
O=C(CCN1CCN2CCCC2C1)N1c2ccccc2Sc2ccc(Cl)cc21 (stereo unspecified) | -3.8 | -0.1 | -0.9 | 16.1 | 99.0 | -5.0 | -1.5 | 4.7 | -9.6 | -7.3
FC(F)(F)c1ccccc1Cc1c(-c2ccc(Cl)cc2)nc2ccc(Br)cn12 | -0.3 | 0.5 | x | x | 102.0 | -6.8 | x | x | -2.3 | 1.5
O=C(c1ccc(Br)cc1)N1CCC(C(=O)N2CCN(c3ccccc3)CC2)CC1 | -4.1 | 0.5 | 0.8 | 3.6 | 98.0 | -3.0 | -1.5 | x | -3.0 | 0.4
NC(=O)C1(N2CCCCC2)CCN(CC(=O)Nc2ccc(Oc3ccccc3)cc2)CC1 | -3.6 | 0.4 | -0.1 | 4.9 | 94.0 | -7.8 | -2.3 | -1.9 | -3.3 | -4.1
Cc1sc(NC(=S)NC(=O)c2ccccc2)c(C#N)c1C | -0.6 | -0.2 | -2.2 | 5.0 | 92.0 | -7.5 | -0.6 | x | -1.0 | -16.7
CCN(CC)S(=O)(=O)c1ccc(C(=O)Nc2ccc(OCC(=O)N3CCOCC3)cc2)cc1 | 3.7 | 0.1 | -0.2 | -0.2 | 97.0 | x | 1.7 | 11.1 | 5.9 | -1.3
O=C(Nc1ccccc1N1CCOCC1)c1cccc(S(=O)(=O)Nc2ccccc2F)c1 | -1.1 | 0.2 | -3.7 | 12.3 | 98.0 | -17.5 | 3.6 | -1.5 | 10.6 | 11.4
CCCCOc1ccc(C(=O)Oc2ccc(C)nc2)cc1 | -0.7 | 0.1 | 1.1 | 16.8 | 100.0 | -6.9 | -1.1 | 8.9 | -2.3 | -8.8
CCn1c(CSCc2ccc(C)cc2)n[nH]c1=S | -1.8 | 0.1 | -0.8 | 0.2 | 99.0 | -2.5 | -8.0 | -0.1 | 4.2 | -2.0
Cc1ccccc1CS(=O)(=O)Cc1ccc(C(=O)NCc2ccccn2)o1 | -1.9 | 0.0 | 1.9 | 5.5 | 101.0 | -5.6 | 8.1 | -3.4 | -0.7 | 8.4
Cn1nc(Cc2cccc3ccccc23)c(C#N)c1N | 1.1 | 0.0 | 0.7 | -2.9 | 103.0 | -6.1 | -9.0 | 6.1 | -5.7 | -3.9
O=C1NC2(CCCCC2)N=C1c1ccc(F)cc1 | -0.3 | -0.1 | -0.8 | 2.6 | 106.0 | -9.1 | -1.5 | 8.5 | 1.9 | 3.2
CCCCC(CC)CN=C(N)NC(N)=NCCCCCCN=C(N)NC(N)=NCC(CC)CCCC (stereo unspecified) | -23.2 | 0.4 | 3.3 | 68.9* | 105.0 | x | 1.4 | -7.5 | 15.3* | -44.9
Cc1cc2c(cc1C)CSC(c1ccc3ccccc3c1O)SC2 | -7.2 | -0.1 | 2.9 | 2.8 | 94.0 | -5.7 | -8.5 | -6.2 | -3.3 | -5.6
CCCCCCCCCCSc1n[nH]c(N)n1 | -5.6 | -0.1 | 1.3 | 6.8 | 98.0 | 11.1 | -3.6 | -1.1 | -0.2 | -18.1
CC(Oc1ccccc1)C(=O)N1CCN(c2ccc(N3CCCCC3)nn2)CC1 (stereo unspecified) | 0.2 | 0.0 | -5.5 | -5.9 | 100.0 | -5.9 | -8.4 | 2.7 | -1.1 | -3.1
O=C(CSc1nnc(-c2ccccc2O)n1-c1ccccc1)Nc1cccc(C(=O)O)c1 | 0.9 | 0.1 | 1.8 | 12.2 | 102.0 | -2.2 | 0.3 | 10.4 | 0.0 | 5.3
COc1ccc(C(C)=O)cc1COC(=O)c1ccc(N)c([N+](=O)[O-])c1 | 7.0 | -0.7 | -2.4 | 13.3 | 94.0 | -6.4 | 11.3 | -3.9 | -6.6 | 22.2
CC(C)Oc1cccc(C(=O)N2CCCC2)c1 | -0.1 | -0.3 | -2.7 | 1.4 | 101.0 | -6.4 | -4.9 | -7.8 | -2.8 | -1.5
C/C(=N\NC(=O)c1ccc([N+](=O)[O-])cc1)c1c(O)cc(C)oc1=O | 1.3 | -0.3 | -4.0 | 1.0 | 101.0 | -8.4 | 11.2 | 15.4 | -1.7 | -4.1
COc1ccccc1OCC(=O)Nn1c(=S)[nH]c2ncccc2c1=O | -0.7 | 0.1 | -4.1 | 5.7 | 92.0 | -2.8 | -2.0 | -6.3 | -1.0 | 5.5
CC1=CC(C)(C)NC(=S)N1c1ccc(C)cc1C | -1.5 | 0.5 | -0.7 | 13.8 | 101.0 | -1.4 | 1.3 | 5.2 | -2.1 | -6.7
Cc1c(C(=O)OCC(=O)Nc2ccc(S(N)(=O)=O)cc2)oc2c1ccc1ccccc12 | 0.8 | -0.5 | 2.5 | 35.2* | 90.0 | -7.0 | 4.8 | 28.4 | -0.9 | -8.7
CC(=O)c1cc2c(cc1N/C(=N/S(=O)(=O)c1ccc(C)cc1)c1ccc(Cl)cc1)OCO2 | -6.2 | -0.1 | -1.1 | 3.2 | 94.0 | -5.2 | 4.7 | -0.4 | -1.1 | 0.2
O=C(Nc1ccc2c(c1)OCCO2)C1CCCN1C(=O)Nc1ccccc1 (stereo unspecified) | -1.1 | -0.1 | 0.8 | 11.0 | 94.0 | -3.7 | 2.6 | 3.9 | -2.0 | 0.4
O=C(CSCC(=O)Nc1ccccc1)N/N=C/c1c(O)ccc2ccccc12 | -8.8 | 1.4 | -3.0 | 0.2 | 100.0 | -5.1 | 6.7 | 4.1 | -1.6 | 29.8
Cc1nc2c(OCc3ccc(C(F)(F)F)cc3)cccn2c1N(C)Cc1cccs1 | -2.8 | 1.3 | -3.7 | 25.7 | 102.0 | -6.6 | 4.5 | 0.6 | -0.2 | -6.7
O=C(Nc1ccccc1N1CCOCC1)c1cccnc1Cl | 4.2 | 0.0 | -0.4 | 13.7 | 97.0 | -4.3 | -2.3 | 7.8 | 1.6 | 7.3
O=C(c1ccc([N+](=O)[O-])cc1)N1CCSC1c1ccc(Cl)cc1 (stereo unspecified) | 0.0 | -0.2 | -1.6 | 4.0 | 101.0 | -15.4 | 20.3 | 2.5 | 9.2 | 5.0
COc1ccc(OC(F)(F)F)cc1CC1(C)C(=O)Nc2ccc(S(=O)(=O)NC3CCCCC3)cc21 (stereo unspecified) | -5.0 | 0.3 | 3.6 | 7.6 | 87.0 | -5.8 | 3.5 | -12.5 | 6.0 | 1.9
Cc1ccc(-n2nc3ccc(N)cc3n2)c(C)c1 | 2.5 | 0.7 | 0.9 | 1.1 | 119.0 | -0.7 | 5.6 | -2.1 | 3.9 | -13.4
CCOc1ccc(S(=O)(=O)NCCC(=O)N2CCC(Cc3ccccc3)CC2)cc1 | -3.3 | 0.8 | 1.0 | 1.3 | 95.0 | -3.4 | 0.3 | -4.2 | 9.2 | 2.8
COC(=O)C(C(=O)OC)=C(/C=C/C=C/N(C)C)N(C)C | 0.3 | -0.1 | -1.1 | 2.5 | 105.0 | -9.0 | -3.9 | -0.4 | 1.7 | 4.6
Fc1ccc(NC(=S)N2CCN(C/C=C/c3ccccc3)CC2)c(F)c1 | -0.3 | 0.0 | 0.2 | 1.1 | 96.0 | -1.2 | 7.6 | -16.7 | -2.7 | -18.4

Exported as tab-separated lines: part of the list above
SMILES	N-glyco inh	aDG glyco up	MC4R ag barr	MC4R antagonist	ABCB6 inh MLPCN	CaV13 FRET inh	PDI turbidity	Vif imaging	m5-HT2A agonist	H9c2 protect
CCCCCCCCCCSc1n[nH]c(N)n1	-5.6	-0.1	1.3	6.8	98.0	11.1	-3.6	-1.1	-0.2	-18.1
CC(Oc1ccccc1)C(=O)N1CCN(c2ccc(N3CCCCC3)nn2)CC1 (stereo unspecified)	0.2	0.0	-5.5	-5.9	100.0	-5.9	-8.4	2.7	-1.1	-3.1
O=C(CSc1nnc(-c2ccccc2O)n1-c1ccccc1)Nc1cccc(C(=O)O)c1	0.9	0.1	1.8	12.2	102.0	-2.2	0.3	10.4	0.0	5.3
